From PubChem
KDM4C inh – inhibitors of GASC-1 (KDM4C) histone demethylase, primary screen, biochemical, single concentration HTS; inhibition, % at 12.5 µM; GST-KDM4C 2-372, H3K9me3 peptide, LANCE TR-FRET; AID 720574, 2013; 96,000 compounds, 0.15% hits;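 active means mean replicate inhibition above about 25%, with at least 55% of replicates also reaching it, limit read from the data, passing the limit was not always enough; inconclusive means only one of those two conditions met; inactive means neither condition met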
Target sequence (Q9H3R0 2-372 limits assumed): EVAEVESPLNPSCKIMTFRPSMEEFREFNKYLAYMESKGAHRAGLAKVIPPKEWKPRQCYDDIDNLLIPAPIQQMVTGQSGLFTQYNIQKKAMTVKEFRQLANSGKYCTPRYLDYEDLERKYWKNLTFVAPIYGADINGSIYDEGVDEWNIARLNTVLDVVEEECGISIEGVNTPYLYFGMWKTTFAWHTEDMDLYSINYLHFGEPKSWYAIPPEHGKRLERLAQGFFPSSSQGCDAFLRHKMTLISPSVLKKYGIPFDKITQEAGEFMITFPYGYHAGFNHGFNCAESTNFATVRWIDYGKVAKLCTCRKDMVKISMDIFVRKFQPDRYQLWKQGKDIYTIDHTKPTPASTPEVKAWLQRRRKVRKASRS
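Compound: one test concentration per compound; Material: GST-GASC-1 enzyme fragment 2-372; Amount: GASC-1 enzyme at 10 nM final in reaction; Also added: H3K9me3 peptide substrate, Fe(II), 2-oxoglutarate; Technique: LANCE TR-FRET; Times: 30 min demethylation and 1 h detection at room temperature.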
Pf Dd2 growth – P. falciparum Dd2 growth inhibitors, primary screen, SYBR Green fluorescence, single dose replicates; 72 h; active compounds read low; activity change, % at 10 µM; 94,000 compounds, 2.3% hits; AID 1159554, 2015; in the data active means activity change below about -80%; inconclusive means no clear call, values can overlap the other calls
Tcruzi prolif – T. cruzi intracellular proliferation inhibitors, primary screen, cell-based, beta-gal Tulahuen parasites, NIH3T3 host, luminescence. T. cruzi beta-gal in NIH3T3, GalScreen luminescence, 90 h. 77,000 compounds, 5.9% hits. inhibition, % at 8.34 µM;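 active means mean inhibition above about 93%, with at least 55% of replicates each passing it, limit read from the data, passing the limit was not always enough; inconclusive means only one of those two conditions holds; inactive means neither condition holds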
C diff HTS – C. difficile growth inhibitors, primary screen, HTS; Clostridium difficile clinical isolate growth, OD600, 24 h; active compounds read low; 86,000 compounds, 0.25% hits; growth activity, negative = inhibition, % at 16 µg/mL (by protocol);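 active means mean growth activity at or below -80% and every replicate also at or below -80%; inconclusive means mean at or below -80% but some replicate above -80%; inactive means mean growth activity above -80%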;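 further: 0% = DMSO wells and -100% = levofloxacin 16 µg/mL wells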
The depositor's hits bear a star; ? = inconclusive; nt = not tested or not shown; & = joins results of further samples.

A first look:
SMILES	KDM4C inh	Pf Dd2 growth	Tcruzi prolif	C diff HTS
Cc1ccccc1-c1cnc2c(c1)C(=O)N([C@H](C)CO)C[C@@H](C)[C@H](CN(C)C(=O)c1cccnc1)O2	-3.0	nt	-35	1
C[C@H](CO)N1C[C@H](C)[C@H](CN(C)C(=O)Cc2ccccc2)OCCCC[C@H](C)Oc2ccc(NC(=O)Nc3ccc(C(F)(F)F)cc3)cc2C1=O	-1.2	35	81	-9
N#C[C@@H]1[C@@H](c2ccccc2)[C@@H](CO)N1S(=O)(=O)c1ccc(-c2ccccc2)cc1	-3.7	48	103*	18
CC(=O)N1CC2(C1)[C@@H](c1ccccc1)[C@@H](CO)N2C(=O)c1cnccn1	0.1	9	nt	1
Cc1ccc(S(=O)(=O)N(C)C[C@@H]2Oc3ccc(NS(=O)(=O)c4ccc(Cl)cc4)cc3C(=O)N([C@H](C)CO)C[C@H]2C)cc1	0.9	-1	19	-6
C[C@@H]1CN([C@H](C)CO)S(=O)(=O)c2ccc(C#CCN(C)C)cc2O[C@@H]1CN(C)C(=O)C1CC1	1.2	-1	74	6
CCN1[C@H](C(=O)NCCc2ccccc2)[C@@H](CO)[C@@H]2Cn3c(ccc(C4=CCCC4)c3=O)[C@@H]21	8.8	-20	32	0

The whole of this part, previewed entries included:
SMILES	KDM4C inh	Pf Dd2 growth	Tcruzi prolif	C diff HTS
Cc1ccccc1-c1cnc2c(c1)C(=O)N([C@H](C)CO)C[C@@H](C)[C@H](CN(C)C(=O)c1cccnc1)O2	-3.0	nt	-35	1
C[C@H](CO)N1C[C@H](C)[C@H](CN(C)C(=O)Cc2ccccc2)OCCCC[C@H](C)Oc2ccc(NC(=O)Nc3ccc(C(F)(F)F)cc3)cc2C1=O	-1.2	35	81	-9
N#C[C@@H]1[C@@H](c2ccccc2)[C@@H](CO)N1S(=O)(=O)c1ccc(-c2ccccc2)cc1	-3.7	48	103*	18
CC(=O)N1CC2(C1)[C@@H](c1ccccc1)[C@@H](CO)N2C(=O)c1cnccn1	0.1	9	nt	1
Cc1ccc(S(=O)(=O)N(C)C[C@@H]2Oc3ccc(NS(=O)(=O)c4ccc(Cl)cc4)cc3C(=O)N([C@H](C)CO)C[C@H]2C)cc1	0.9	-1	19	-6
C[C@@H]1CN([C@H](C)CO)S(=O)(=O)c2ccc(C#CCN(C)C)cc2O[C@@H]1CN(C)C(=O)C1CC1	1.2	-1	74	6
CCN1[C@H](C(=O)NCCc2ccccc2)[C@@H](CO)[C@@H]2Cn3c(ccc(C4=CCCC4)c3=O)[C@@H]21	8.8	-20	32	0
C[C@H]1CN([C@@H](C)CO)C(=O)c2cccc(NC(=O)Nc3ccc(F)cc3)c2O[C@H]1CN(C)C(=O)Nc1cccc2ccccc12	-0.2	34	-13	-39
Cc1noc(C)c1NC(=O)N(C)C[C@@H]1Oc2ccc(NC(=O)Cn3cnnn3)cc2C(=O)N([C@H](C)CO)C[C@@H]1C	13	-35	-19	nt
CCCN(C)C[C@H]1Oc2ncc(-c3ccccc3OC)cc2C(=O)N([C@H](C)CO)C[C@H]1C	1.2	-57	20	5
CNC[C@H]1Oc2ccc(NS(=O)(=O)c3cn(C)cn3)cc2CC(=O)N([C@@H](C)CO)C[C@H]1C	-0.2	5	-44	-1
O=S(=O)(c1cccc(F)c1)N1CC[C@@H]2[C@@H](CO)Nc3ccc(C#Cc4ccccc4F)cc3[C@@H]21	-1.0	-42	?	1
O=C(Cc1ccccn1)N[C@H]1CC[C@H](CC(=O)N2CCCCC2)O[C@@H]1CO	3.2	-11	-75	-1
C[C@@H](NC(=O)C[C@@H]1CC[C@H]2[C@@H](COC[C@H](O)CN2C)O1)c1ccccc1	2.5	17	-60	-4&-7
CO[C@@H]1CN(C)C(=O)c2cc(NC(=O)C3CC3)ccc2OC[C@@H](C)N(C(=O)Cc2ccccn2)C[C@@H]1C	0.7	16	30	-2
COCC(=O)Nc1ccc2c(c1)OC[C@@H](C)N(Cc1cc(F)ccc1F)C[C@@H](C)[C@@H](OC)CN(C)C2=O	-1.8	9	40	nt
C[C@@H]1CN([C@@H](C)CO)C(=O)CCCn2cc(nn2)CO[C@@H]1CN(C)Cc1cccc2c1OCCCO2	0.0	-4	-22	nt
C[C@@H]1CCCCO[C@H](CN(C)S(=O)(=O)c2cn(C)cn2)[C@@H](C)CN([C@H](C)CO)C(=O)c2cc(NC(=O)Nc3ccc(F)cc3)ccc2O1	1.7	10	14	nt
C[C@@H]1CN([C@H](C)CO)C(=O)CCCn2nncc2CO[C@@H]1CN(C)C(=O)CCCN(C)C	1.6	12	2	nt
C[C@H]1CN([C@@H](C)CO)C(=O)c2cccc(NS(=O)(=O)c3ccc(Cl)cc3)c2O[C@@H]1CN(C)C	1.1	14	nt	-1
C[C@@H]1CN([C@H](C)CO)C(=O)c2cc(NC(=O)c3ccncc3)ccc2O[C@@H](C)CCCCO[C@H]1CN(C)C(=O)Nc1ccc(F)cc1	14	-19	12	4
COCC#Cc1ccc2c(c1)O[C@H](CN(C)Cc1ccc(F)cc1)[C@H](C)CN([C@H](C)CO)S2(=O)=O	1.1	-49	-9	4
C[C@@H]1CN([C@@H](C)CO)C(=O)Cc2cc(NC(=O)Nc3cccc4ccccc34)ccc2O[C@H]1CN(C)C(=O)Nc1cccc2ccccc12	3.9	-70	nt	10
CCCN(C)C[C@@H]1Oc2cc(-c3cccnc3)ccc2S(=O)(=O)N([C@@H](C)CO)C[C@@H]1C	-0.5	-63	6	4
CO[C@H]1CN(C)C(=O)c2ccc(NC(=O)C3CC3)cc2OC[C@H](C)N(C(=O)CN2CCOCC2)C[C@@H]1C	-1.7	26	30	nt
C[C@@H]1CN([C@@H](C)CO)C(=O)c2cc(NC(=O)Nc3ccccc3)ccc2O[C@H]1CN(C)C(=O)Nc1ccc(F)cc1	-1.4	6	nt	-5
COc1cccc(NC(=O)N(C)C[C@@H]2Oc3ncc(C#Cc4ccncc4)cc3C(=O)N([C@@H](C)CO)C[C@H]2C)c1	2.7	2	nt	0
CNC[C@H]1OCCCC[C@H](C)Oc2ccc(NS(=O)(=O)c3ccc(Cl)cc3)cc2C(=O)N([C@@H](C)CO)C[C@H]1C	0.5	-3	38	-6
COc1cccc(S(=O)(=O)Nc2ccc3c(c2)[C@H]2C[C@H](CC(=O)N(C)C)O[C@H](CO)[C@H]2O3)c1	-3.9	5	-48	-2
CC(=O)Nc1ccc2c(c1)C(=O)N(C)[C@@H]1CC[C@@H](CC(=O)NCc3ccccc3)O[C@H]1CO2	0.0	-1	2	-2
COCC(=O)N1[C@@H](C#N)[C@@H](c2ccccc2)[C@@H]1CO	-0.7	32	28	-3
Cc1ccc(S(=O)(=O)N(C)C[C@H]2Oc3ccc(NC(=O)CCC(F)(F)F)cc3C(=O)N([C@H](C)CO)C[C@@H]2C)cc1	0.7	-9	33	-1
O=C(C[C@H]1CC[C@H](NS(=O)(=O)c2ccccc2)[C@H](CO)O1)NCc1ccccc1F	-1.4	-19	-51	-1
C[C@H]1CN([C@@H](C)CO)C(=O)Cc2cc(NC(=O)Cc3ccccc3)ccc2O[C@@H]1CN(C)C(=O)Nc1ccc2c(c1)OCO2	0.6	-19	4	1
C[C@H](CO)N1C[C@H](C)[C@@H](CN(C)Cc2ccc3c(c2)OCO3)Oc2ccc(NC(=O)Nc3ccc(F)cc3)cc2CC1=O	0.6	-49	nt	3
C[C@H]1CN([C@@H](C)CO)C(=O)c2cc(NC(=O)NC3CCCCC3)ccc2O[C@@H]1CN(C)C	0.0	7	-43	-2
COc1ccc(NC(=O)Nc2ccc3c(c2)C(=O)N([C@H](C)CO)C[C@H](C)[C@@H](CN(C)C(=O)Nc2ccccc2)O3)cc1	1.0	10	-8	1
C/C=C/c1ccc([C@@H]2[C@@H](CO)N(CCC(F)(F)F)C23CN(C(C)=O)C3)cc1	0.7	0	nt	-1
CC(C)NC(=O)N(C)C[C@H]1OCCCC[C@H](C)Oc2ccc(NS(=O)(=O)c3cn(C)cn3)cc2C(=O)N([C@@H](C)CO)C[C@H]1C	-2.7	-27	36	0
C[C@H](CO)N1C[C@H](C)[C@@H](CN(C)C(=O)NC2CCCCC2)OCCCC[C@H](C)Oc2ccc(NC(=O)c3ccncc3)cc2C1=O	-4.7	26	42	-1
C[C@@H]1CCCCO[C@H](CN(C)S(=O)(=O)c2ccc(Cl)cc2)[C@@H](C)CN([C@H](C)CO)C(=O)c2cc(NC(=O)CCCCCC(=O)Nc3ccccc3N)ccc2O1	-1.1	-85*	nt	-2
C[C@@H]1CN([C@H](C)CO)C(=O)c2cc(C#CC3(O)CCCC3)cnc2O[C@@H]1CN(C)C(=O)C1CCC1	0.3	19	62	-2
C[C@@H]1CN([C@H](C)CO)C(=O)c2cccc(NS(C)(=O)=O)c2O[C@H]1CN(C)Cc1ccc2c(c1)OCO2	-1.4	-13	0	4
COCC(=O)N1CCCCN2[C@H](CO)[C@H](c3ccc(-c4ccccc4)cc3)[C@H]2C1	1.0	4	53	0
CS(=O)(=O)N1CC(=O)N2[C@H](C1)[C@H](c1ccc(C#Cc3cccc(F)c3)cc1)[C@@H]2CO	1.0	3	nt	2
CC(=O)N(C)C[C@H]1Oc2ncc(-c3ccccc3C)cc2C(=O)N([C@@H](C)CO)C[C@H]1C	-0.6	28	5	-2
C[C@H]1CN([C@@H](C)CO)C(=O)c2cccc(NC(=O)Nc3ccc(C(F)(F)F)cc3)c2O[C@@H]1CN(C)Cc1ccccc1	-0.5	10	68	9
C[C@@H]1CN([C@@H](C)CO)C(=O)Cc2cc(NC(=O)Cc3ccccc3)ccc2O[C@@H]1CN(C)C	-0.8	1	nt	0
O=C(C[C@H]1CC[C@@H]2[C@H](COC[C@H](O)CN2C(=O)Nc2ccc(F)cc2)O1)NCC1CC1	-0.6	-2	nt	33&11
O=C(c1cccnc1)N1CC[C@@H]2[C@H](CO)Nc3ccc(C#Cc4cccnc4)cc3[C@@H]21	-0.7	-64	-15	-13
CS(=O)(=O)Nc1ccc2c(c1)[C@@H]1C[C@H](CC(=O)NCc3cccc(F)c3)O[C@H](CO)[C@@H]1O2	-5.3	11	nt	-5
C/C=C/c1cnc2c(c1)C(=O)N([C@H](C)CO)C[C@H](C)[C@@H](CN(C)C(=O)C1CC1)O2	0.3	31	-74	-7
C[C@@H]1CN([C@@H](C)CO)C(=O)Cc2cc(NC(=O)Nc3ccccc3)ccc2O[C@@H]1CN(C)Cc1ccc(-c2ccccc2)cc1	-2.5	28	94	-2
CC(C)NC(=O)N(C)C[C@H]1Oc2cc(C#C[C@H](C)O)ccc2S(=O)(=O)N([C@@H](C)CO)C[C@@H]1C	-0.5	-15	nt	-4
Cc1cccc(-c2ccc([C@@H]3[C@H]4CN(C(=O)NC5CCCCC5)CC(=O)N4[C@H]3CO)cc2)c1	-1.7	-10	nt	-9
C[C@H](CO)N1C[C@H](C)[C@@H](CN(C)S(=O)(=O)c2ccccc2)Oc2ncc(/C=C/c3ccccc3)cc2C1=O	-2.1	-48	125*	-8
COc1ccc(S(=O)(=O)N(C)C[C@@H]2Oc3ccc(NS(=O)(=O)c4cn(C)cn4)cc3CC(=O)N([C@H](C)CO)C[C@@H]2C)cc1	-0.9	-15	-35	0
Cc1noc(C)c1NC(=O)Nc1ccc2c(c1)C(=O)N(C)[C@@H]1CC[C@H](CC(=O)N[C@H]3CCN(Cc4ccccc4)C3)O[C@@H]1CO2	2.0	-19	109*	-5
COc1ccc2c3c(n(C)c2c1)[C@@H](CO)N(Cc1ccncc1)CC31CN(C(=O)C2CC2)C1	0.5	-11	nt	1
O=C([C@@H]1[C@@H](CO)[C@@H]2Cn3c(ccc(C4=CCCC4)c3=O)[C@@H]2N1Cc1nccs1)N1CCOCC1	4.8	nt	-6	7

(list continues)
SMILES	KDM4C inh	Pf Dd2 growth	Tcruzi prolif	C diff HTS
COc1ccccc1C(=O)N1C[C@@H]2[C@H](c3ccccc31)[C@@H](CO)N2C(=O)C1CCCCC1	11	-28	23	-4
CCCNC(=O)N1C[C@@H](C)[C@@H](OC)CN(C)C(=O)c2ccc(NS(=O)(=O)CC(F)(F)F)cc2OC[C@@H]1C	1.9	29	-19	nt
COc1ccccc1C(=O)Nc1ccc2c(c1)C(=O)N(C)C[C@H](OC)[C@H](C)CN[C@H](C)CO2	0.7	23	-83	nt
COc1ccc(CN(C)C[C@H]2Oc3ccc(NC(=O)Nc4ccc(F)cc4)cc3C(=O)N([C@@H](C)CO)C[C@@H]2C)cc1	0.6	4	nt	-1&-2
CN(C)CC(=O)N[C@@H]1CC[C@H](CC(=O)O)O[C@H]1CO	-0.1	15	nt	-2
CCC(=O)N(C)C[C@@H]1Oc2ncc(-c3ccccc3OC)cc2C(=O)N([C@@H](C)CO)C[C@H]1C	-1.2	17	-12	3
C[C@H](CO)N1C[C@H](C)[C@H](CN(C)C(=O)Nc2ccccc2F)Oc2ncc(C#CCN(C)C)cc2C1=O	4.6	35	nt	3
